Screens as filed in PubChem BioAssay.
LYP phosphatase: LYP phosphatase inhibitors, primary screen, biochemical, DiFMUP fluorescence, recombinant catalytic domain, 10 µM (AID 606); 52,000 tested, under 10 active; recombinant LYP catalytic domain, DiFMUP fluorescence; higher % means a stronger effect; inhibition, % at 10 µM, or IC50 in µM where a hit was titrated;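 active = IC50 under 40 µM in the dose-response test; inactive = IC50 of 40 µM or more, or never dose-tested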
Spn DPM-DC inh: blocks S. pneumoniae diphosphomevalonate decarboxylase. 65,000 tested, 0.49% active. purified DPM-DC, PK/LDH coupled NADH fluorescence. AID 556. calls only at 10 µM;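 active = the 320 compounds with the highest percent inhibition in the single-dose primary screen, excluding strongly autofluorescent ones, cut at about 32% in these data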;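 note: kinetic rate of NADH fluorescence loss reporting ADP formed by the decarboxylase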
MK inhibit: S. pneumoniae mevalonate kinase inhibition; purified MK, PK/LDH-coupled NADH absorbance 340 nm; inhibition, % at 10 µM; 65,000 tested, 0.48% active; AID 555;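 active = ranked among the strongest by inhibition in the single 10 µM screen, a fixed top-ranked set picked for dose follow-up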; note: no value below 0 was filed
TNAP inhibition: human TNAP enzyme inhibitors, biochemical, luminescent (AID 518) | purified TNAP enzyme, luminescent substrate readout; higher % means a stronger effect | inhibition, % at 20 µM; hits with a dose series show IC50 in µM | 64,000 tested, 0.09% active; in the data active = a potency from the dose series; inactive = the rest, 99 in 100 with inhibition below about 22%;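 note: plate controls were vehicle for no effect and reference inhibitor for full effect; many of its hits are not listed in these tables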
PMK inhibit: inhibitors of Streptococcus pneumoniae phosphomevalonate kinase; purified PMK, PK/LDH-coupled NADH absorbance 340 nm; AID 539; inhibition, % at 10 µM; 65,000 tested, 0.49% active;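 active = top-ranked compounds by inhibition in the single 10 µM screen, taking a fixed number of the strongest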;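 note: 0% = full reaction with DMSO carrier and 100% = background rate without enzyme reaction; no value below 0 was filed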
Bfl-1 inhibitors: displacement of Bid BH3 peptide from Bfl-1 – biochemical, fluorescence polarization, FITC-Bid, mouse, primary screen (AID 432); 64,000 tested, 0.02% active; FITC-Bid BH3 peptide fluorescence polarization displacement; higher % means a stronger effect; displacement, % at 20 µM; hits with a dose series show IC50 in µM; in the data active = a potency from the dose series; inactive = the rest, 99 in 100 with displacement below about 15%; note: strong numbers were not always called active
HT1080 viability: HT1080 cell viability loss – fluorescence readout (AID 620). HT1080 viability, fluorescence; higher % means a stronger effect. 87,000 tested, 0.42% active. cytotoxicity, % at 10 µM, or EC50 in µM where a hit was titrated;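 note: cells exposed to compound overnight then 4 h with Alamar Blue; 0% = vehicle DMSO and 100% = killing control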
KRASV12 cytotoxicity: cytotoxicity in KRAS-transformed pancreatic duct cells, primary screen, cell-based, fluorescence, HTS (AID 431); HPDE-C7K KRASV12 cells, Alamar Blue viability, 48 h; higher % means a stronger effect; one-dose cytotoxicity, % at 10 µM; EC50 in µM for titrated hits; 63,000 tested, 1.7% active;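 active = compounds whose percent cytotoxicity in the single-dose primary screen, scaled between solvent and toxic-drug controls, exceeds 50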;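 note: 0% = DMSO solvent wells and 100% = doxorubicin-treated wells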
HPDE-C7 viability: cytotoxicity in HPDE-C7 cells, cell-based, fluorescence, HTS (AID 430). cytotoxicity, % at 10 µM; hits with a dose series show EC50 in µM. 63,000 tested, 1.8% active. HPDE-C7 pancreatic duct cells viability, fluorescence; higher % means a stronger effect;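 note: cells exposed to compound for 48 hours before viability readout; 0% = vehicle and 100% = reference cytotoxic drug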
PMK inhibit pilot replicates: also measured in PMK inhibit; calls as there; inhibition, %; measured here: pilot screen replicates
MK inhibit pilot replicates: also measured in MK inhibit; calls as there; inhibition, %; measured here: pilot screen replicates
Spn DPM-DC inh pilot screen %: further read-out of Spn DPM-DC inh, marked with its call; inhibition, %; measured here: pilot screen trials
Numbers without * were called inactive; i = inactive; . = not tested or not shown; + = active, no number. Cut-off read from the data, not from the text of the source, unless noted: active = cytotoxicity above about 50%; inactive = the rest.

SMILES | LYP phosphatase | Spn DPM-DC inh | MK inhibit | TNAP inhibition | PMK inhibit | Bfl-1 inhibitors | HT1080 viability | KRASV12 cytotoxicity | HPDE-C7 viability | others
COC(=O)c1[nH]c2ccc(Cl)cc2c1NC(=O)CCN1CCOCC1 | . | + | 11 | 11% | 13 | -3% | -2% | -8% | -24%
O=C(CCCn1c(=S)[nH]c2cc3c(cc2c1=O)OCO3)N1CCN(c2ccc(F)cc2)CC1 | 14% | i | 5 | 8% | 8 | -5% | -3% | 2% | 5%
O=C(NCCC1=CCCCC1)c1ccc(F)c(S(=O)(=O)N2CCOCC2)c1 | 10% | i | 0 | 6% | 15 | -2% | 3% | -14% | 0%
Cc1ccc(S(=O)(=O)N2CCN(C(=O)C3Cc4ccccc4CN3C(=O)c3ccco3)CC2)cc1 (stereo not drawn) | 3% | i | 5 | 1% | 10 | -1% | 1% | -2% | 0%
CC(C)CC(c1nnnn1CC1CCCO1)N1CCN(c2cccc(Cl)c2)CC1 (stereo not drawn) | 12% | i | 4 | 6% | 14 | -8% | 21% | 13% | 4%
O=C(NC1=NC2CCCCC2N1)c1ccccc1 (stereo not drawn) | 0% | i | 3 | 6% | 8 | 5% | . | 7% | 5%
O=C(OCc1ccc2c(c1)OCO2)c1ccc(S(=O)(=O)N2CCCCC2)cc1 | -15% | i | 0 | 15% | 1 | -11% | -8% | 3% | 11% | PMK inhibit pilot replicates=5.5;MK inhibit pilot replicates=1.5;Spn DPM-DC inh pilot screen %=0.0
Cc1cc(=O)oc2cc3c(cc12)OCCO3 | 6% | . | 4 | -2% | 0 | 6% | -4% | -4% | -4%
COc1ccccc1-c1cc(C(=O)Nc2cc(C)nn2-c2ccccc2)no1 | 2% | i | 6 | 1% | 16 | 10% | -1% | -2% | 30% | PMK inhibit pilot replicates=0.0;MK inhibit pilot replicates=0.0;Spn DPM-DC inh pilot screen %=9.0
COCCn1c(C)cc(C(=O)COC(=O)c2ccc(N3CCCC3=O)cc2)c1C | . | i | 7 | 8% | 12 | -2% | 2% | -21% | -11% | PMK inhibit pilot replicates=0.0;MK inhibit pilot replicates=0.0;Spn DPM-DC inh pilot screen %=0.5
CC1Cc2ccccc2N1C(=O)Cn1cnc2ccccc2c1=O (stereo not drawn) | 8% | i | 2 | 15% | 12 | -7% | 4% | . | .
Cc1ccc(C(=O)Nc2cccc(C(=O)NCc3ccccc3)c2)o1 | -8% | i | 5 | 10% | 7 | 1% | 3% | 12µM* | 17µM*
O=C(CC12CC3CC(CC(C3)C1)C2)NCC(=O)N1CCCC1 | -1% | i | 8 | 5% | 9 | -2% | -6% | 3% | -2%
CCOC(=O)c1c(C)c(C(=O)N2CCN(c3cccc(Cl)c3)CC2)c(C)n1C | -5% | i | 9 | 0% | 9 | 1% | -3% | 12% | 3%
CCN(CC)CCOC(=O)c1cccc(Br)c1 | 19% | i | . | 3% | 1 | -2% | 11% | -8% | 0%
COC(=O)c1ccc(COC(=O)c2ccccn2)cc1 | 1% | i | 3 | 13% | 0 | 3% | 0% | 6% | 5%
C=CCNC(=O)c1ccc(C)cc1Cl | -5% | i | 6 | 8% | 3 | 0% | 5% | -11% | -7%
CS(=O)(=O)c1ccc2nc(NC(=O)C3C4C=CC(C4)C3C(=O)O)sc2c1 (stereo not drawn) | . | i | 6 | 16% | 13 | 4% | -2% | -9% | -17% | PMK inhibit pilot replicates=5.0;MK inhibit pilot replicates=0.0;Spn DPM-DC inh pilot screen %=3.0
COc1ccc(CN(Cc2cc3ccc(C)cc3[nH]c2=O)Cc2nnnn2C2CCCC2)cc1 | 17% | i | 6 | 14% | 10 | -1% | -15% | -3% | -9%
CCOC(=O)c1cc(CC)sc1NC(=O)Cc1ccsc1 | -1% | i | 2 | 7% | 17 | -6% | -10% | -1% | -19%
COc1ccc(N2CCN(C(c3ccccc3)c3nnnn3Cc3ccc(F)cc3)CC2)cc1 (stereo not drawn) | 8% | i | 0 | 11% | 11 | -2% | -3% | -8% | -4%
Cc1cccc(CN2CCNC2=O)c1 | . | i | 0 | 7% | 20 | -14% | 5% | -3% | -2%
COc1ccc(CCNC(=O)CSc2nnc(-c3cccc(C)c3)o2)cc1OC | . | i | 2 | 6% | 11 | -3% | 6% | -3% | -11%
Nc1ccc2oc(-c3ccccn3)nc2c1 | -4% | i | 0 | 12% | 11 | 0% | 8% | 6% | -6%
CC(=O)N1CCN(c2nc3cc4c(cc3nc2NS(=O)(=O)c2ccccc2)OCCO4)CC1 | 4% | i | 3 | 8% | 27* | -7% | . | -11% | -6%
CCOC(=O)CSc1ccc2nnc(-c3ccncc3)n2n1 | 2% | i | 7 | 4% | 0 | 11% | 1% | 6% | 8%
COc1cccc(C(=O)Cn2c(Br)nc3c2c(=O)n(C)c(=O)n3C)c1 | 1% | i | 7 | 1% | 11 | 0% | 5% | 7% | 6%
CCCCN(C(=O)CNC(=O)c1ccco1)C(C(=O)NC1CCCCC1)c1ccc(OC)cc1OC (stereo not drawn) | 10% | i | 8 | 8% | 0 | -9% | -14% | 4% | 5%
CN(C1CCCCC1)S(=O)(=O)c1ccc(-n2cnnn2)cc1 | . | i | 9 | 5% | 9 | -4% | 14% | -13% | -13%
C=CCOc1nc(N(C)C)nc(N(C)C)n1 | 14% | i | 5 | 19% | 0 | -6% | 1% | 5% | -4% | PMK inhibit pilot replicates=5.0;MK inhibit pilot replicates=0.0;Spn DPM-DC inh pilot screen %=0.0
CCOC(=O)N1CCN(Cc2nc3c(c(=O)n(C)c(=O)n3C)n2Cc2cccc(C)c2)CC1 | 12% | i | 9 | 10% | 12 | -9% | -7% | -5% | -28%
COc1ccc(-c2cc3n(n2)CCc2nc4ccccc4n2-3)cc1 | 6% | i | 5 | 0% | 22 | -7% | 4% | 3% | -3% | PMK inhibit pilot replicates=5.0;MK inhibit pilot replicates=0.0;Spn DPM-DC inh pilot screen %=0.0
O=C(CN1CCCC1)Nc1ccc(Oc2ccc(NC(=O)CN3CCCC3)cc2)cc1 | 4% | i | 7 | 13% | 11 | -10% | -5% | -1% | -3%
CCOc1ccc(Cn2c(=O)oc3ccc(C)cc32)cc1OC | 14% | i | 0 | -2% | 16 | 0% | -8% | -2% | 0%
O=C(CN(Cc1ccccc1F)S(=O)(=O)c1ccc(Cl)cc1)NCCCO | 5% | i | 2 | -4% | 0 | -4% | 6% | 0% | -13%
O=C(C1CCCN(Cc2ccncc2)C1)N1CCc2ccccc2C1 (stereo not drawn) | 6% | i | 32 | 8% | 10 | -4% | 11% | -1% | -2%
O=C(O)CCCCCNC(=O)c1ccncc1 | 5% | i | 0 | -1% | 15 | 2% | -6% | 2% | -4%
c1nc(NCCN2CCOCC2)c2sc3nc(N4CCOCC4)c4c(c3c2n1)CCC4 | . | . | 10 | 4% | 0 | 2% | 9% | 18% | 17%
NC(CC(=O)O)c1cccc(OCc2ccccc2)c1 (stereo not drawn) | 5% | i | 1 | 7% | 14 | 2% | 12% | -8% | -4%
CC(CC(=O)O)NCC1COc2ccccc2O1 (stereo not drawn) | . | i | 6 | 0% | 26* | -2% | . | -21% | -4%

8 successive compounds already listed, for reference:
SMILES | LYP phosphatase | Spn DPM-DC inh | MK inhibit | TNAP inhibition | PMK inhibit | Bfl-1 inhibitors | HT1080 viability | KRASV12 cytotoxicity | HPDE-C7 viability | others
COc1ccc(N2CCN(C(c3ccccc3)c3nnnn3Cc3ccc(F)cc3)CC2)cc1 (stereo not drawn) | 8% | i | 0 | 11% | 11 | -2% | -3% | -8% | -4%
Cc1cccc(CN2CCNC2=O)c1 | . | i | 0 | 7% | 20 | -14% | 5% | -3% | -2%
COc1ccc(CCNC(=O)CSc2nnc(-c3cccc(C)c3)o2)cc1OC | . | i | 2 | 6% | 11 | -3% | 6% | -3% | -11%
Nc1ccc2oc(-c3ccccn3)nc2c1 | -4% | i | 0 | 12% | 11 | 0% | 8% | 6% | -6%
CC(=O)N1CCN(c2nc3cc4c(cc3nc2NS(=O)(=O)c2ccccc2)OCCO4)CC1 | 4% | i | 3 | 8% | 27* | -7% | . | -11% | -6%
CCOC(=O)CSc1ccc2nnc(-c3ccncc3)n2n1 | 2% | i | 7 | 4% | 0 | 11% | 1% | 6% | 8%
COc1cccc(C(=O)Cn2c(Br)nc3c2c(=O)n(C)c(=O)n3C)c1 | 1% | i | 7 | 1% | 11 | 0% | 5% | 7% | 6%
CCCCN(C(=O)CNC(=O)c1ccco1)C(C(=O)NC1CCCCC1)c1ccc(OC)cc1OC (stereo not drawn) | 10% | i | 8 | 8% | 0 | -9% | -14% | 4% | 5%

Other entries
SMILES | LYP phosphatase | Spn DPM-DC inh | MK inhibit | TNAP inhibition | PMK inhibit | Bfl-1 inhibitors | HT1080 viability | KRASV12 cytotoxicity | HPDE-C7 viability | others
COc1ccc(CN/C(C)=C(/C#N)C(N)=O)cc1OC | -5% | i | 6 | 14% | 11 | 3% | 0% | . | .
COc1cc(C(O)c2nc3ccccc3n2C)cc(OC)c1OC (stereo not drawn) | 11% | i | 3 | 14% | 18 | -2% | -6% | -15% | 12% | PMK inhibit pilot replicates=1.0;MK inhibit pilot replicates=2.5;Spn DPM-DC inh pilot screen %=0.0
Cc1cccc(OCCOCCN2CCOCC2)c1C | . | i | 6 | 2% | 0 | 5% | 5% | 5% | 5%
CCOc1cc2[nH]c(=S)n(CCCN3CCOCC3)c(=O)c2cc1OCC | 5% | i | 13 | 5% | 11 | -2% | 4% | -4% | -13%
CCOc1ccccc1C1CC(=O)NC2=C1C(=O)CCC2 (stereo not drawn) | . | i | 5 | -8% | 4 | -6% | 11% | 17% | 30%
Cc1cc(OCc2nc(-c3cccnc3)no2)c(C)cc1Br | 5% | i | 7 | 5% | 7 | 3% | 4% | 10% | 9%
COC(=O)C1C(=O)c2c([nH]c(C(=O)OC3CCCC3C)c2C)CC1C (stereo not drawn) | 4% | i | 7 | 8% | 12 | -2% | -7% | 3% | -9%
O=C(Cn1cnc2scc(-c3ccccc3)c2c1=O)N1CCOCC1 | 7% | i | 9 | 6% | 9 | 6% | 2% | 2% | -1%
CCCc1nc2ccccc2c(=O)n1/N=C/c1ccc(O)cc1 | . | i | 10 | 8% | 4 | -5% | -11% | 5% | 3%
COc1ccccc1CC(=O)Nc1ccc(OC)c(OC)c1 | 1% | i | 6 | 18% | 1 | 7% | -2% | 0% | -6% | PMK inhibit pilot replicates=2.5;MK inhibit pilot replicates=3.0;Spn DPM-DC inh pilot screen %=3.5
COc1ccc(OC)c(NC2c3ccccc3C(=O)N2Cc2ccc3c(c2)OCO3)c1 (stereo not drawn) | -26% | i | 10 | 6% | 7 | 0% | -2% | 2% | 2%
COc1cccc(C2CC(c3cccs3)Nc3ncnn32)c1 (stereo not drawn) | 10% | i | 2 | 3% | 5 | -7% | 0% | -5% | -11%

Compounds as they come; about 3.4% have a hit in one of these screens.
